High-throughput results: PubChem, several laboratories
SDO1 yeast rescue: sdo1-depleted yeast growth rescue | S. cerevisiae sdo1-depleted JHY4D growth rescue, OD600 30 h; stronger effect = higher value; pdr5 snq2 efflux-pump mutant strain | z-score at 10 µM | 0.21% of 140,000 active;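 active = z-score above 3 at both the 24 hr and the 30 hr optical density reads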;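 also: z-score against mean and SD of all compound wells on the same plate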
INS promoter inh: TRM-6 insulin promoter activity inhibition; TRM-6 cells (human fetal islet line), insulin promoter-eGFP reporter, imaging; reporter expression induced with tamoxifen; inhibition, % at 2 µM; 0.9% of 130,000 active; AID 1273;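 active = inhibition above the mean plus 3 SD, with well images judged a real hit on visual review, cut at about 60% in these data, passing the limit was not always enough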
SDO1 yeast rescue Rescue 24 h: further read-out of SDO1 yeast rescue, marked with its call; z-score; S. cerevisiae sdo1-depleted JHY4D growth rescue, OD600; measured here: growth rescue at 24 h;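 0 is the plate mean of compound wells and units are plate SD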
* hit, by the source's call; · = not tested or not shown; & = joins results of further samples. Not all compounds are listed; the hit share may differ from the screen's.

SMILES	SDO1 yeast rescue	SDO1 yeast rescue Rescue 24 h	INS promoter inh
COc1ccc(Br)cc1C(=O)N/N=C/c1ccc([N+](=O)[O-])cc1	·	·	-36
Cc1ccc2c(c1)c1c3n2CCN=C3CCC1	-0.24	-0.11	-19
CCOC(=O)c1nnn(CC(=O)Nc2cccc(OC)c2)c1C(=O)OCC	-0.07	-0.73	33
COc1ccccc1Oc1ccc2c(c1)C(=O)N(c1cccc(O)c1)C2=O	-1	-0.16	·
N#CCCSc1nc(N2CCOCC2)c2c(c1C#N)CCCC2	-1.6	0.15	64
O=C(CC1C(=O)NCCN1Cc1c(F)cccc1Cl)NC1CCCC1 (stereo not given)	·	·	-67
Cc1sc(NC(=O)CN2CCN(c3ccccn3)CC2)c(C#N)c1C	-0.6	-0.64	-180
NC(=O)/C(=C\c1cccnc1)NC(=O)c1ccccc1	·	·	-56
CCOC(=O)c1c(NC(=S)Nc2ccc(F)cc2)sc2c1CCC2	-1.1	-0.73	39
CCCSc1cc(NCCOC(C)=O)c([N+](=O)[O-])c2nonc12	0.94	1.3	5
COc1ccc(S(N)(=O)=O)cc1C(=O)NCCCN1CCN(c2cccc(Cl)c2)CC1	1.1	-0.02	·
CCOc1cccc(-c2cc(=O)[nH][nH]2)c1	0.88	0.23	31
C=CCn1c(C(C)NC(=O)c2ccccc2)n[nH]c1=S (stereo not given)	1.9	2.1	·
CNC(=S)NNC(=O)c1cccn(Cc2cccc(Cl)c2)c1=O	0.31	0.06	-35
COc1ccc(C(=O)/C=C/Nc2ccc(NC(C)=O)cc2)cc1OC	0.64	0.15	-26
CC(C)CNC(=O)c1ccccc1NC(=O)CSCc1ccccc1	-0.37	-0.92	38
CC1CCN(c2cc(N3CCN(C(=O)c4ccc(F)c(F)c4)CC3)c([N+](=O)[O-])cc2F)CC1	0.14	0.6	-75
COc1ccc(SCC(=O)Nc2ccccc2Cl)cc1	·	·	-38
CCOC(=O)CSc1nc(N)c2c3c(sc2n1)CCCC3	-1.4	-0.88	34
N#CC1=C(O)CCCn2c1nc1ccccc1c2=O	0.15	-0.24	-36
CCOC(=O)Cn1nc(CC)c2ccccc2c1=O	-0.58	-0.82	-29
CCOc1ccc(C2CC(c3cccc(OC)c3)n3nc(N)nc3N2)cc1 (stereo not given)	0.74	0.55	·
Cc1nc2ccccn2c1C(=O)N/N=C/c1ccccc1[N+](=O)[O-]	0.98	0.34	·
NC(Cc1ccc2nonc2c1)C(=O)O (stereo not given)	1.6	1.9	59
CCC1C/C(=C/c2ccco2)C(=O)/C(=C/c2ccco2)C1 (stereo not given)	-1.2	-0.89	21

Laid out differently: entries from further up
Below each compound: SDO1 yeast rescue, SDO1 yeast rescue Rescue 24 h, INS promoter inh
C=CCn1c(C(C)NC(=O)c2ccccc2)n[nH]c1=S (stereo not given)
 : 1.9, 2.1, ·
CCCSc1cc(NCCOC(C)=O)c([N+](=O)[O-])c2nonc12
 : 0.94, 1.3, 5
CCOC(=O)c1c(NC(=S)Nc2ccc(F)cc2)sc2c1CCC2
 : -1.1, -0.73, 39
CC1CCN(c2cc(N3CCN(C(=O)c4ccc(F)c(F)c4)CC3)c([N+](=O)[O-])cc2F)CC1
 : 0.14, 0.6, -75

The main list resumes, repeating the two entries before the break.
SMILES	SDO1 yeast rescue	SDO1 yeast rescue Rescue 24 h	INS promoter inh
NC(Cc1ccc2nonc2c1)C(=O)O (stereo not given)	1.6	1.9	59
CCC1C/C(=C/c2ccco2)C(=O)/C(=C/c2ccco2)C1 (stereo not given)	-1.2	-0.89	21
CC(C)CC(=O)N1CCC(O)(CS(=O)(=O)c2ccc(Cl)c(Cl)c2)CC1	·	·	-22
CC(C)NC(=O)c1ccc2c(=O)n(C3CCCC3)c(=S)[nH]c2c1	-0.25&-0.12	-0.16&0.22	·
CCCOC(=O)Nc1ccc(C(N)=O)cc1	-0.93	-1.2	·
CCOc1ccc(NC(=O)CN2CCN(CC(=O)Nc3ccc4c(c3)OCO4)CC2)cc1	0.03	0.3	17
COc1cc2nc(C3CCC3)n(NC(=O)c3ccco3)c(=O)c2cc1OC	·	·	-142
CCc1ccc(CNCc2ccc(F)cc2)cc1	-0.2	-0.28	12
CC(=O)c1ccc(NC(=O)CSc2ccsc2[N+](=O)[O-])cc1	·	·	-45
O=C(NNC(=O)c1ccncc1)Nc1cccc([N+](=O)[O-])c1	·	·	26
Cc1ccc2c(c1)N(CC(=O)N1CCN(c3nc4ccccc4s3)CC1)C(=O)C(C)O2 (stereo not given)	1.3	0.68	·
COc1cccc2cc3c(=O)oc4ccccc4c3nc12	-0.5	-0.27	·
COc1ccc(C2CC(=O)c3sc(NC(C)=O)nc3C2)cc1 (stereo not given)	0.12	-0.49	0
CCn1c(SCC(=O)O)nnc1-c1ccc2[nH]c(C)c(C)c2c1	-0.06	-0.34	-14
Cc1nc2cc(C(=O)OCC(=O)Nc3cccc(Cl)c3)ccc2n1-c1ccccc1	-2	-1.5	·
COc1ccc2c(c1)c(=O)cc(-c1ccccc1)n2C	0.9	0.47	31
Cc1nn(C)c(C(=O)N2CCN(C(=O)c3ccco3)CC2)c1[N+](=O)[O-]	1.2	0.31	9
O=C(C1CCCN(S(=O)(=O)c2ccccc2)C1)N1CCCc2ccccc21 (stereo not given)	-0.66	-0.07	-32
O=C1c2[nH]nc(-c3ccccc3O)c2C(c2ccccc2)N1Cc1ccco1 (stereo not given)	0.33	0.39	·
O=C(CN(c1ccccn1)S(=O)(=O)c1ccc(F)cc1)Nc1ccc(F)cc1F	·	·	-54
COc1ccc(OC)c(C2=C/C(=C/c3ccccn3)C(=O)O2)c1	·	·	17
CCOc1ccccc1N1CC(C(=O)N2CCc3ccccc3C2)CC1=O (stereo not given)	-0.47	-0.86	-11
O=C(c1ccc(Cl)cc1)[C@@H]1[C@@H]2C(=O)N(c3cccc4ccccc34)C(=O)[C@@H]2C2c3ccccc3C=NN21 (stereo not given in full)	1.1	1.5	15
COc1cccc(N2CCN(C(=O)c3cccnc3)CC2)c1	0.65	0.07	·
CCCn1c(C)cc(/C=C(\C#N)C(=O)OCC(=O)NC(=O)NCC)c1C	-0.77	-0.4	-6
O=C(O)C1CC(O)CN1C(=S)Nc1ccccc1 (stereo not given)	·	·	-11
COc1ccc(CN=Nc2cc(C)nc(NS(=O)(=O)c3ccccc3Cl)n2)cc1	·	·	61

(list continues)
SMILES	SDO1 yeast rescue	SDO1 yeast rescue Rescue 24 h	INS promoter inh
O=C(Nc1cc(C(F)(F)F)ccc1N1CCOCC1)c1cccs1	0.02	0.51	-4
O=C(CSc1ccc(Cl)cc1)NC1CCCC1	0.12	0.38	·
COC(=O)/C(=C\Nc1ccc(Cl)cc1Cl)NC(=O)c1ccccc1	-1.5	-1.1	·
CCCC(c1nnnn1C1CCCCC1)N1CCN(c2ncccn2)CC1 (stereo not given)	-0.97	-0.43	·
CCOC(=O)c1cc2ccc(OC)cc2oc1=O	0.8	-0.12	-5
CC1CCc2cc(F)ccc2N1C(=O)CN1C(=O)c2ccccc2C1=O (stereo not given)	-0.93	-1.2	14
O=C(Cn1ncc2c(=O)oc3ccccc3c21)N1CCC(N2CCCCC2)CC1	-0.17	0.36	·
O=C(Nc1nc2ccccc2n1CCN1CCCCC1)C1CCCCC1	0.7	0.69	-23
CCn1nc(C)c(NC(=O)c2cnn3c(C(F)F)cc(-c4ccccc4)nc23)c1C	·	·	-36
CC(=O)N1CCc2cc(S(=O)(=O)Nc3cccc(C(F)(F)F)c3)ccc21	0.72	-0.34	-32
COc1ccc(-c2[nH]ncc2Oc2ccccc2OC)c(O)c1	-1.6	-1.6	-100
COc1ccc(-n2cnc3cc(NCc4ccco4)ccc32)cc1	-1.4	-1.1	27
CCOC(=O)c1ccc(NC(=O)Cn2nnc3ccccc32)cc1	-0.15	-0.55	·
CN(C)S(=O)(=O)N1CCc2ccccc2C1	0.15	-0.52	·
COc1ccc2nc(N/C(N)=N/C(=S)Nc3ccc(C)c(C)c3)nc(C)c2c1	-1.4	-1	·
O=C(CCSCCC(=O)NCCN1CCOCC1)NCCN1CCOCC1	0.83	0.78	7
CC(=O)C1=NN(c2ccccc2)C(c2ccc3c(c2)OCO3)N1c1ccccc1 (stereo not given)	-0.64	2.9	20
COc1ccc(NCc2nnc(SCC(=O)N3CCCc4ccccc43)n2C)cc1	-0.1	-0.68	-15
COc1ccccc1NC(=O)CCSc1ccc(C)cc1	·	·	0
CCOC(=O)CNC(=O)CSc1ncnc2c1nnn2-c1ccc(F)cc1	0.39	0.44	0
Cc1noc(C)c1S(=O)(=O)N(CC(=O)O)c1ccc2c(c1)OCO2	0	-0.16	·
COC(=O)[C@@H]1CC[C@H](C)[C@@H](c2ccc(C)cc2)N1C(=O)c1ccc(/C=N/O[C@@H](C)CN2CCCCc3nc(C)c(C)cc32)cc1	-1.2	-0.87	0
CCOC(=O)c1c(NC(=O)C(=O)N/N=C/c2ccc(OCC)cc2)sc2c1CCCCC2	-0.2	-0.19	24
COc1ccc(COCC(O)CN2CCOCC2)cc1OC (stereo not given)	-0.7	-1.9	19
Cc1ccc(-c2nnn(CC(=O)Nc3ccc(S(=O)(=O)N4CCC(C)CC4)cc3)n2)cc1	-1.4	-0.93	47

The closing 2 entries of the section before lead into the next.
SMILES	SDO1 yeast rescue	SDO1 yeast rescue Rescue 24 h	INS promoter inh
COc1ccc(COCC(O)CN2CCOCC2)cc1OC (stereo not given)	-0.7	-1.9	19
Cc1ccc(-c2nnn(CC(=O)Nc3ccc(S(=O)(=O)N4CCC(C)CC4)cc3)n2)cc1	-1.4	-0.93	47
COc1ccc(C2C(C#N)=C(N)Oc3n[nH]c(C)c32)cc1CN1CCN(c2ccc(F)cc2)CC1 (stereo not given)	-0.52	-1	·
S=c1[nH]nc(-c2ccc3ccccc3n2)n1-c1ccccc1	-0.95	-0.64	·
O=C(CSCCO)Nc1cccc(C(F)(F)F)c1	1	0.94	50
CCOC(=O)c1[nH]c2ccc(Cl)cc2c1NC(=O)c1nonc1C	-0.04	0.57	-42
Nc1c(C(=O)NCc2ccccc2)c2nc3ccccc3nc2n1-c1ccc2c(c1)OCO2	-0.68	1.3	-16
C=CCn1c(=O)c2ccccc2n2c(SCC(=O)NCCc3ccccc3)nnc12	0.37	0.67	·
Cc1ccc(C(=O)NCCCCNC(=O)c2ccc(C)o2)o1	0.52	-0.66	-8
CCSc1nnc(CNC(=O)C23CC4CC(CC(C4)C2)C3)n1Cc1ccccc1	-0.37	-0.66	·
CC(NC(=O)c1ccc(Cn2cc([N+](=O)[O-])cn2)o1)c1ccccc1 (stereo not given)	-0.31	-0.42	·
COCCNC(=O)C(c1ccc(F)cc1)N(C(=O)CCC(=O)Nc1nccs1)c1cccc(C)c1 (stereo not given)	·	·	-27
Cc1ccc(-n2c(-c3cn(C)nc3C)n[nH]c2=S)cc1	·	·	-7
Cc1cccc(NC(=O)CN(C)S(=O)(=O)c2ccc(Br)cc2)n1	-0.72	-1.6	8
CCC(CC)C(=O)Nc1cc([N+](=O)[O-])ccc1Cl	1.3	1.1	-8
O=C(O)CSCC(=O)Nc1cc(C(F)(F)F)ccc1Cl	0.4	0.07	-80
Cc1nn2c(-c3cccnc3)ccnc2c1-c1ccccc1	-0.45	-0.42	21
CCOC(=O)CSc1nc2ccc(NC(=O)CSc3nnnn3Cc3ccccc3)cc2s1	-1.2	-0.32	11
Cc1ccc(C(O)c2nccn2C)o1 (stereo not given)	1.2	1.3	-33
CC1(C)CC(=O)C2=C(C1)OC(N)=C(C#N)C2c1ccccc1OC(=O)N1CCOCC1 (stereo not given)	0.82	-0.36	·
Cc1ccc2nsnc2c1S(=O)(=O)N1CCN(C(=O)C2CCCO2)CC1 (stereo not given)	-0.68	-1.1	22
COc1cccc(NC(=O)c2ocnc2C)c1	0.67	0.57	0
CCOC(=O)NC(=O)CSc1ccccn1	0.16	-0.2	-36
CCCCN(C(=O)c1ccc(S(=O)(=O)N(C)C)cc1)c1nc2ccccc2s1	-0.24	-0.69	-170
O=C(NNc1ccccc1[N+](=O)[O-])Nc1ccccc1	-0.06	0.7	9
O=C(/C=C/c1ccco1)OCc1nnc(-c2ccc(Cl)cc2)o1	·	·	36
CC1CCN(CC(=O)Nc2ccc(Cl)cc2[N+](=O)[O-])CC1	·	·	-12

For reference, part of the list above:
SMILES	SDO1 yeast rescue	SDO1 yeast rescue Rescue 24 h	INS promoter inh
CCCCN(C(=O)c1ccc(S(=O)(=O)N(C)C)cc1)c1nc2ccccc2s1	-0.24	-0.69	-170
O=C(NNc1ccccc1[N+](=O)[O-])Nc1ccccc1	-0.06	0.7	9
O=C(/C=C/c1ccco1)OCc1nnc(-c2ccc(Cl)cc2)o1	·	·	36
CC1CCN(CC(=O)Nc2ccc(Cl)cc2[N+](=O)[O-])CC1	·	·	-12

New compounds follow
SMILES	SDO1 yeast rescue	SDO1 yeast rescue Rescue 24 h	INS promoter inh
CN(C)c1nc(N)nc(-c2cccnc2)n1	0.72	0.22	·
CC(C)CC(=O)Nc1ccc(-c2nc3ccccc3c(=O)[nH]2)cc1	0.38	0.31	-43
COc1ccccc1NC(=S)N(C(C)C)C(C)c1ccccn1 (stereo not given)	·	·	0
O=C(CCNc1ccc(Cl)c(C(F)(F)F)c1)c1ccco1	-0.41	0.04	26
Cc1cc(Cc2cc(C)c(N)cc2C)c(C)cc1N	·	·	20
CC(=O)OCC1OC(n2ccc3ccccc32)C(OC(C)=O)C(OC(C)=O)C1OC(C)=O (stereo not given)	1.1	0.89	0
Cc1cc(-c2ccccc2)nc(N2CCC(C(=O)NCC3CCCCC3)CC2)n1	·	·	16
c1ccc(Nc2ccc3c4c(cccc24)CC3)cc1	-1.7	-1.1	58
CCC(=O)NC(Nc1nc2ccc(C)cc2s1)(C(=O)OC)C(F)(F)F (stereo not given)	1.2	1.4	19
O=c1cc(N2CCc3ccccc3C2)[nH]c(=O)n1C1CCCCC1	0.87	0.28	-29
Cc1nc(-c2cccc(S(=O)(=O)N3CCCCCC3)c2)cs1	0.05	0.18	-11
